PRMT1 FP inh: PRMT1 (human) inhibition, primary screen; AID 652257; inhibition, % at 2.79 µM; recombinant PRMT1, activity-based probe fluorescence polarization; Q99873; 370,000 compounds, 1.3% hits;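 active means inhibition above about 21% made by adding two undisclosed values, limit read from the data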
UHRF1 MBD2 ctr: UHRF1 methyl-DNA binding inhibition | UHRF1 binding to methylated oligo, TR-FRET | 370,000 compounds, 0.75% hits | inhibition, % at 4.4 µM | Q96T88; in the data active means inhibition above about 21%;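 further: UHRF1 SRA domain binding a hemimethylated CpG hairpin DNA probe; 0% = median of test compound wells and 100% = reference inhibitor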
TCR-CD3 inh: blocks the human TCR-CD3 interaction; TAMRA-labeled TCR probe fluorescence, biochemical; inhibition, % at 9.4 µM; 360,000 compounds, 0.37% hits; in the data active means inhibition above about 19%;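 further: recombinant mutant TCR 2C K166C tagged with TAMRA read by polarization; 0% = receptor in buffer alone and 100% = receptor with positive control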
TDP2 absorb: TDP2 (human) inhibition, absorbance primary screen. inhibition, % at 12.8 µM. 370,000 compounds, 0.34% hits. O95551. recombinant TDP2, T5PNP hydrolysis, p-nitrophenol absorbance 415 nm;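 active means inhibition above the mean of all tested compounds plus 3 SD, set per campaign, cut at about 25% in these data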;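 further: 0% = DMSO with enzyme and 100% = buffer with substrate but no TDP2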
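Test system: Human TDP2 enzyme | Reagent: 5 mM T5PNP | Compound dosing: 12.8 µM single point, 1% DMSO | Incubation: Enzyme reaction with compound for 2 h at 37 °C | Technique: p-Nitrophenol epi absorbance | Read-out: % inhibition relative to enzyme-containing and enzyme-free wells | Benchmarks: High control without enzyme, low control DMSO plus TDP2 | Replicates: Singlicate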
Tn7 DDE FP: DD(E)-Tn7 binding inhibition, primary FP screen | 370,000 compounds, 0.13% hits | P02675 | FP displacement of FITC-Tn7 peptide from fibrin DD(E); 0% = median of compound wells per plate | inhibition, % at 8.3 µM;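 active means inhibition above the mean of compounds falling within the control limits plus 3 SD of them, cut at about 14% in these data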;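 further: 0% = plate median of compound wells and 100% = 10 µM Aha-Tn7 peptide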
Target sequence (P02675 whole entry, looked up): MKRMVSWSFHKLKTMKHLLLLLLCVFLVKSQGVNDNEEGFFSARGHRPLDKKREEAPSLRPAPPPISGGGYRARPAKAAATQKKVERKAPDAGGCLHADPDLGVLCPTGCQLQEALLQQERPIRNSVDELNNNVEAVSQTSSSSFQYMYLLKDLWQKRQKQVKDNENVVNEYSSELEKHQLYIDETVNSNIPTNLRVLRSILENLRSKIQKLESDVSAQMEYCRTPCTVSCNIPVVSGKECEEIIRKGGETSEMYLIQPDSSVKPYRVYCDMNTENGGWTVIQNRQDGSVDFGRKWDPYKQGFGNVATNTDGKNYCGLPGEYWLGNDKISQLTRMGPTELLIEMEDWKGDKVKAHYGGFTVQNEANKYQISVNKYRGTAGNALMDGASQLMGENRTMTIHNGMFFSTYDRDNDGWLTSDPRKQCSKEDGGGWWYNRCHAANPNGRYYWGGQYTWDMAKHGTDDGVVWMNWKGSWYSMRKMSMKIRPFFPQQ
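Assay system: Human fibrin DD(E) protein | Medium: Tris buffer with calcium and detergent, pH 7.8 | Reagent: 0.1 µM fluorescent Tn7 | Compound dosing: Single point at 8.3 µM | Times: 10 min preincubation, 3 h with tracer, room temperature | Detection: Fluorescence polarization of the labelled Tn7 tracer | Controls: Aha-Tn7 high control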
SIAE primary: inhibitors of human sialic acid acetylesterase SIAE. SIAE FP-Rh probe binding, fluorescence polarization. inhibition, % at 9.66 µM. 370,000 compounds, 0.69% hits. AID 1053197;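 active means inhibition above a cutoff: mean of compounds within the control limits plus 3 SD of those, cut at about 17% in these data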;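 further: 0% = plate median of compound wells and 100% = probe without SIAE protein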
Target sequence (Q9HAT2 whole entry, looked up): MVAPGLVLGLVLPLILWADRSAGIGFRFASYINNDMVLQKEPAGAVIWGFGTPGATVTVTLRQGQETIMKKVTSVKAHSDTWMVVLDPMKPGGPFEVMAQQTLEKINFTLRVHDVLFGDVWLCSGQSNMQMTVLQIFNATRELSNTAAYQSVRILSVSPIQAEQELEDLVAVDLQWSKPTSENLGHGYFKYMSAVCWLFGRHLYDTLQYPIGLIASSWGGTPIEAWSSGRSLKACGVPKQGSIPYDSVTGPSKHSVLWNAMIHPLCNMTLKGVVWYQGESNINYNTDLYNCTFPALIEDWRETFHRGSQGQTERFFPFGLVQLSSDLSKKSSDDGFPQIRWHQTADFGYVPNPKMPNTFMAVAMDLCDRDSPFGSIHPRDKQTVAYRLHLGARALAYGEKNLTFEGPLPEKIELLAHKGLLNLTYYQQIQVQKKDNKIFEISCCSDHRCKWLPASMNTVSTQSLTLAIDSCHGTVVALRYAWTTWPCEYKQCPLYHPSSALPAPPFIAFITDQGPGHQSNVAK
LEDGF integ inh: blocks HIV-1 LEDGF/p75-dependent DNA integration; TR-FRET IN-LEDGF/p75 DNA integration, Eu/Cy5; inhibition, % at 3.7 µM; 370,000 compounds, 0.64% hits; AID 743269;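 active means inhibition above the screen-wide mean plus 3 SD, cut at about 13% in these data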;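 further: signal is the Cy5 over europium emission ratio at 671 and 618 nm; 0% = plate median of compound wells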
proKLK7 act: proKLK7 (human) activation, primary screen | P49862 | purified proKLK7, EDANS-DABCYL substrate fluorescence; 100% is mature enzyme control, 0% vehicle | 370,000 compounds, 0.9% hits | activation, % at 7 µM | AID 652039;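 active means activation above the mean of all tested compounds plus 3 SD, computed per campaign excluding outliers beyond control limits, cut at about 13% in these data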
MBD2 inh: inhibitors of human MBD2 binding to methylated oligonucleotide | TR-FRET | inhibition, % at 4.4 µM | Q9UBB5 | 370,000 compounds, 0.31% hits; in the data active means inhibition above about 13%
Tn6 DDE FP: disrupts Tn6 cyclic peptide binding to fibrin D-Dimer-E complex; P02675; Fibrin DD(E) TRITC-Tn6 fluorescence polarization displacement; 370,000 compounds, 0.21% hits; inhibition, % at 8.3 µM;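 active means inhibition above a per-campaign cutoff: mean of compounds within control limits plus 3 SD, cut at about 15% in these data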;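 further: 0% = median of all compound wells on the plate and 100% = blocking peptide control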
* = called active by the depositor; . = not tested or not shown.

TCR-CD3 inh	Tn7 DDE FP	PRMT1 FP inh	MBD2 inh	SIAE primary	TDP2 absorb	Tn6 DDE FP	UHRF1 MBD2 ctr	LEDGF integ inh	proKLK7 act	canonical_smiles
4	5	-1	-2	-1	13	4	1	0	-0.5	O=C(COC(=O)c1cccs1)NC1CCCC1
5	-6	-1	0	4	-1	-2	2	3	-1.5	CCOC(=O)c1cnc2ccc(C(=O)OC)cc2c1NCCN1CCOCC1
4	-5	-6	0	-5	-23	-6	-1	8	-0.1	COc1ccc2cc3c(N)nn(C(=O)c4ccccc4Cl)c3nc2c1
-5	-1	1	-7	3	9	-5	0	2	0.1	Cn1ccc(NS(=O)(=O)c2cc(Br)ccc2Br)n1
-6	9	1	5	-2	0	-1	3	2	0.6	Cc1oc(-c2cccs2)[n+]([O-])c1C
-2	4	-2	-3	8	-13	-4	4	-1	-1.1	Cc1nn(-c2ccccc2)c(C)c1C(=O)NCc1ccc(S(N)(=O)=O)cc1
1	-3	-1	-5	13	9	7	-5	3	-0.1	C/C(=N\N=c1/scc(C)n1Cc1ccco1)c1cccc([N+](=O)[O-])c1
2	1	0	0	-8	-3	9	13	2	1.0	O=C(/C=C/c1ccccc1)N/C(=C\c1ccco1)C(=O)NCCO
-8	-4	4	-2	-4	-22	-5	2	6	0.7	CC1(C)CC(=O)C=C(Nc2ccccc2)C1
2	-5	-2	0	3	-6	1	0	-6	0.0	CNC(=S)Nc1ccc(Nc2ccccc2)cc1
7	10	-1	-4	-21	-5	5	-1	5	-10	COc1ccc(-c2sc3ccccc3c2C#Cc2cncn2C)cc1
3	-9	-1	-4	-7	-11	-3	3	5	0.2	Cc1cc(Br)ccc1SCC(=O)NCC(c1ccco1)N1CCCCC1 (stereo not drawn)

Three entries out of the list, sorted by length of the SMILES, highest first:
TCR-CD3 inh	Tn7 DDE FP	PRMT1 FP inh	MBD2 inh	SIAE primary	TDP2 absorb	Tn6 DDE FP	UHRF1 MBD2 ctr	LEDGF integ inh	proKLK7 act	canonical_smiles
-2	4	-2	-3	8	-13	-4	4	-1	-1.1	Cc1nn(-c2ccccc2)c(C)c1C(=O)NCc1ccc(S(N)(=O)=O)cc1
7	10	-1	-4	-21	-5	5	-1	5	-10	COc1ccc(-c2sc3ccccc3c2C#Cc2cncn2C)cc1
-8	-4	4	-2	-4	-22	-5	2	6	0.7	CC1(C)CC(=O)C=C(Nc2ccccc2)C1

Carrying on.
TCR-CD3 inh	Tn7 DDE FP	PRMT1 FP inh	MBD2 inh	SIAE primary	TDP2 absorb	Tn6 DDE FP	UHRF1 MBD2 ctr	LEDGF integ inh	proKLK7 act	canonical_smiles
3	-1	0	-5	7	6	-2	1	-2	-0.3	COc1cc(/C=N/n2c(C)n[nH]c2=S)ccc1OCc1ccc(F)cc1
9	0	1	5	-3	-2	4	2	0	0.7	Cc1cc(C)c(S(=O)(=O)N2CCCOC2CNC(=O)C(=O)NCc2ccncc2)c(C)c1 (stereo not drawn)
1	-2	2	0	0	-6	2	-2	0	-0.1	COc1ccc(NC(=O)Cn2c(=O)n(-c3ccc(CC(=O)NCc4ccco4)cc3)c(=O)c3ccccc32)cc1
-4	-2	0	0	6	10	-10	0	-1	0.1	COc1ccc(NS(=O)(=O)c2ccc(C)c(NC(=O)CNC(=O)c3ccco3)c2)cc1
-10	4	-3	-5	9	-10	-7	0	3	0.6	COc1ccc(N2CCN(C(=O)c3cccc(Br)c3)CC2)c([N+](=O)[O-])c1
1	9	-2	-9	2	0	12	-2	-3	-0.3	COc1ccc(CN2CC(C(=O)NCc3ccccn3)CC2=O)cc1 (stereo not drawn)
-1	-5	-2	4	-1	4	1	0	0	0.3	CCOC(=O)/C(=N/Nc1ccc(Cl)cc1)S(=O)(=O)c1ccc(Cl)cc1
-6	-1	0	0	-12	-14	-9	2	1	2.1	COc1ccc2oc(C(=O)OC(C)C(=O)NC3(C#N)CCCCC3)c(C)c2c1 (stereo not drawn)
-9	-1	2	-1	-1	-5	-1	4	3	0.0	CS(=O)(=O)Nc1ccc(C(=O)Nc2ccccc2Sc2ccccc2)cc1
10	3	1	0	4	0	0	0	-1	-0.3	CC(=O)N1c2ccc(S(=O)(=O)NCCC(=O)Nc3ccc(Cl)cc3)cc2CC1C (stereo not drawn)
10	4	-1	-5	7	-5	11	-5	-7	0.8	Cc1ccc2c(c1)C(c1ccc(N3CCOCC3)cc1)=NNC(c1cccs1)=N2
3	5	-2	3	4	9	-1	-1	-3	-0.4	COc1ccccc1Nc1nnc(SCC(=O)N2CCCC2)s1

(continued)
TCR-CD3 inh	Tn7 DDE FP	PRMT1 FP inh	MBD2 inh	SIAE primary	TDP2 absorb	Tn6 DDE FP	UHRF1 MBD2 ctr	LEDGF integ inh	proKLK7 act	canonical_smiles
0	-8	0	0	-5	1	8	1	-1	0.1	CCOc1cccc(NC(=O)C2CC(=O)N(C)C(=Nc3ccccc3)S2)c1 (stereo not drawn)
4	4	1	4	3	5	-4	0	1	-0.4	O=P(Cc1nnco1)(c1ccccc1)c1ccccc1
4	5	1	5	-10	-1	1	-3	0	0.2	CC1(C)C(=O)Nc2ccccc2N1C(=O)COC(=O)c1ccc(Cl)c(S(=O)(=O)NCc2ccccc2)c1
11	5	-3	-8	5	-3	-1	-3	4	0.7	COC(=O)/C=C1\S/C(=N/NC(=O)c2ccccc2)NC1=O
-4	-4	3	2	-3	-8	-4	2	-1	0.6	CCCCCC(=O)N/N=C/c1ccc([N+](=O)[O-])o1
-1	1	-1	1	9	0	-2	1	0	0.1	CCCCOCCCNC(=O)C[C@H]1C[C@@]2(C(=O)OC)C(=C[C@H](C(C)(C)C)O[C@@H]2C)N(CCC2=CCCCC2)C1=O
-6	-2	-4	0	3	-20	-1	7	-2	-0.1	CCN(C(=O)Cn1cnc2c(nc3n2CCCCC3)c1=O)c1cccc(Cl)c1
-5	0	3	-1	-3	9	3	-2	-4	-0.5	COCCNc1ccc(S(=O)(=O)N2CCCC2)cc1[N+](=O)[O-]
0	-3	-2	-3	8	8	0	-6	3	0.2	O=C(CCC(=O)NNC(=S)Nc1ccccc1)NCc1ccccc1
5	5	-5	1	3	3	3	3	2	0.2	CCOc1cc2c3c(c1)C1(OCCO1)C(=O)N3C(C)(C)CC2C (stereo not drawn)
-2	-1	-5	-3	-8	-12	-4	0	2	-0.6	Cc1cc(Cl)ccc1OCCNC(=S)NC(=O)c1cccnc1
3	-2	0	-1	3	-6	7	-3	5	-0.3	CCCCOc1ccc(-c2nnc(N)s2)cc1

Seven compounds out of the list above, arranged by the number in LEDGF integ inh, falling:
TCR-CD3 inh	Tn7 DDE FP	PRMT1 FP inh	MBD2 inh	SIAE primary	TDP2 absorb	Tn6 DDE FP	UHRF1 MBD2 ctr	LEDGF integ inh	proKLK7 act	canonical_smiles
3	-2	0	-1	3	-6	7	-3	5	-0.3	CCCCOc1ccc(-c2nnc(N)s2)cc1
11	5	-3	-8	5	-3	-1	-3	4	0.7	COC(=O)/C=C1\S/C(=N/NC(=O)c2ccccc2)NC1=O
5	5	-5	1	3	3	3	3	2	0.2	CCOc1cc2c3c(c1)C1(OCCO1)C(=O)N3C(C)(C)CC2C (stereo not drawn)
4	4	1	4	3	5	-4	0	1	-0.4	O=P(Cc1nnco1)(c1ccccc1)c1ccccc1
-1	1	-1	1	9	0	-2	1	0	0.1	CCCCOCCCNC(=O)C[C@H]1C[C@@]2(C(=O)OC)C(=C[C@H](C(C)(C)C)O[C@@H]2C)N(CCC2=CCCCC2)C1=O
-4	-4	3	2	-3	-8	-4	2	-1	0.6	CCCCCC(=O)N/N=C/c1ccc([N+](=O)[O-])o1
-5	0	3	-1	-3	9	3	-2	-4	-0.5	COCCNc1ccc(S(=O)(=O)N2CCCC2)cc1[N+](=O)[O-]

New compounds follow:
TCR-CD3 inh	Tn7 DDE FP	PRMT1 FP inh	MBD2 inh	SIAE primary	TDP2 absorb	Tn6 DDE FP	UHRF1 MBD2 ctr	LEDGF integ inh	proKLK7 act	canonical_smiles
-13	5	12	4	-7	-21	-1	-7	-26	-0.1	CC(C)(C)C(=O)NC(=S)NNC(=O)c1ccc(Cl)cc1Cl
2	3	4	5	2	-7	2	2	-2	0.9	CC1(C)CC(=O)C=C(C(=O)NC2CCCc3c2cnn3-c2cc(F)cc(F)c2)O1 (stereo not drawn)
5	4	-3	0	-4	9	2	0	-1	0.7	CC1(C)Cc2cccc(OCC(=O)N3CCN(c4ccccc4F)CC3)c2O1
-4	4	3	-3	-2	5	2	4	0	-1.1	Cc1cc(C)n(-c2nc(NCC(C)O)c3c4c(sc3n2)COC(C)(C)C4)n1 (stereo not drawn)
-4	-1	6	6	-3	-7	-11	5	-5	0.4	O=C(NC1CC1)C1=C[C@@H](C2CCCCC2)C[C@@H](OCc2ccc(CO)cc2)O1
5	3	-2	-2	2	5	3	-1	3	-0.2	Cc1cccc2cc(CN(CCCN(C)C)C(=S)NCCc3ccccc3)c(=O)[nH]c12
10	3	12	-6	10	3	2	0	-8	3.5	Cc1cc(=O)oc2c(O)c(O)ccc12
0	2	-1	-6	4	7	1	-1	2	0.3	CCN(CC)c1nc2ccccc2[nH]c1=O
-4	1	2	4	3	2	5	3	-4	-0.2	O=C1CC2CS(=O)(=O)CC2N1C1CCCCC1 (stereo not drawn)
3	0	-3	-6	1	2	-3	1	5	0.0	Cc1ccc(S(=O)(=O)N2CCCCC2)cc1NC(=O)Cc1cccs1
0	-5	-4	-3	-6	2	-3	-4	-3	-2.9	Cc1ccccc1OCC(=O)Nc1cccc2nsnc12
0	-1	-1	-1	3	1	-4	-2	1	0.2	COCCCNC(=O)Cn1c(=O)n(CCCCCC(=O)Nc2ccccc2)c(=O)c2sccc21

(more compounds)
TCR-CD3 inh	Tn7 DDE FP	PRMT1 FP inh	MBD2 inh	SIAE primary	TDP2 absorb	Tn6 DDE FP	UHRF1 MBD2 ctr	LEDGF integ inh	proKLK7 act	canonical_smiles
4	2	-2	-4	0	-22	-5	-3	-1	-0.2	Cc1c2c(c(C)n1C)C(C(=O)NC1CCCCC1)N(Cc1ccccc1)C2=O (stereo not drawn)
0	1	7	-5	-12	-13	7	0	-3	-0.2	O=C(c1ccco1)N1CCN(C(=O)c2cc(-c3ccncc3)nc3ccc(Br)cc23)CC1
.	4	-5	1	6	-5	-5	4	3	.	O=C(Cn1c(=O)c2cccn2c2cccnc21)NCCCN1CCN(c2ccccc2)CC1
16	1	-1	2	-4	-11	9	1	2	29*	Cc1ccc(NC(=O)Cn2c(/C=C/c3ccccc3)nc3ccccc32)cc1C
-4	1	1	3	-1	5	-1	-4	-2	-0.3	CCOC(=O)C1CCCN(C(=O)CSc2nnnn2C)C1 (stereo not drawn)
-6	1	3	5	-9	7	3	2	-3	0.2	COc1ccc(CN2C(=O)CN(C3CCCCCC3)C(=O)C2c2ccc(OC)c(OC)c2)cc1 (stereo not drawn)

Random draw from the library (roughly 4.6% active in at least one column).
